NadD inh = blocks S. aureus nicotinate mononucleotide adenylyltransferase; purified NadD enzyme, colorimetric absorbance read-out; AID 602399; 360,000 compounds, 0.78% hits; inhibition, % at 20 µM; in the data active means inhibition above about 26%; further: some compounds past the cut are filed as inactive
Rpn11 block = inhibitors of human proteasome Rpn11; O00487; human 26S proteasome, Ub4-pepOG fluorescence polarization; 20S core pre-blocked with epoxomicin; calls only at 20 µM; 360,000 compounds, 0.59% hits; AID 588493;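 active means inhibition at 20 µM, scaled to each plate's controls, above about 33%, limit read from the data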
SKN-1 block = inhibitors of C. elegans SKN-1 | C. elegans VP596 Pgst-4::GFP/RFP ratio, acrylamide-induced, 24 h | inhibition, % at 21.8 µM | 360,000 compounds, 0.49% hits | AID 624304;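 active means interference check ratio from 0.5 to 1.5 plus GFP to RFP signal ratio inhibition reaching or exceeding a fixed threshold, cut at about 30% in these data, passing the limit was not always enough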; further: some compounds called inactive have numbers as strong as hits
Neddyl block = cullin neddylation inhibition | calls only at 25 µM | 360,000 compounds, 0.58% hits | AID 651699 | TR-FRET cullin neddylation, biochemical; in the data active means inhibition above about 36%
Target sequence (P61081 whole entry, looked up): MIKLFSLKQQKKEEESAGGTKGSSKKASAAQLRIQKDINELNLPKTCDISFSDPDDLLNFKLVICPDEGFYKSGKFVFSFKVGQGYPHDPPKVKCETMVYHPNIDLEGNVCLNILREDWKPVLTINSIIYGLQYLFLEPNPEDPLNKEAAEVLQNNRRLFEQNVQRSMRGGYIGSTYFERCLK
Target sequence (Q13564 whole entry, looked up): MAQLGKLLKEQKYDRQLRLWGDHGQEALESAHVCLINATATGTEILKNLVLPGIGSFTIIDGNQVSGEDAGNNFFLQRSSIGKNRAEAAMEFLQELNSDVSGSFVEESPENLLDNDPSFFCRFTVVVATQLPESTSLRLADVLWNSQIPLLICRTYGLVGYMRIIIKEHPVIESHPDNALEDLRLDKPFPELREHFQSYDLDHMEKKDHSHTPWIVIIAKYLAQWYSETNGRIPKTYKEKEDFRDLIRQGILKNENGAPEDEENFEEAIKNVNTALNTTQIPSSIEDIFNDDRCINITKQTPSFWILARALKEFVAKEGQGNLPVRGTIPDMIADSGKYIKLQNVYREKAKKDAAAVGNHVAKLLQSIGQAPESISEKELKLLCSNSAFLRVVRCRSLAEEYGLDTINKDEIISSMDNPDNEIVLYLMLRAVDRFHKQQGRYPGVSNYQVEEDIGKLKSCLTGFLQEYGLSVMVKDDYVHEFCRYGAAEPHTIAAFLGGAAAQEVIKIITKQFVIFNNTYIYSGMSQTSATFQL
FAS-TE inh = blocks the thioesterase domain of human fatty acid synthase; P49327; recombinant FAS-TE, OMFH fluorogenic substrate, fluorescence endpoint; inhibition, % at 15 µM; 360,000 compounds, 0.67% hits; AID 602261;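 active means compounds whose normalised, plate-corrected inhibition of enzyme fluorescence in the single-dose primary screen is 50% or more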;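 further: 0% = DMSO with enzyme and 100% = substrate without enzyme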
MLLE-PAM2 inh = inhibitors of microRNA-mediated deadenylation, human PABP1 MLLE binding. 360,000 compounds, 0.36% hits. GST-MLLE / FITC-PAM2 fluorescence polarization. inhibition, % at 20 µM. P11940; in the data active means inhibition above about 35%, passing the limit was not always enough;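 further: plate controls were DMSO wells with GST-MLLE for no effect and wells lacking GST-MLLE protein for full effect; some results filed as inactive read as strong as hits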
Rin1 Abl inh = inhibitors of human Rin1-Abl protein interaction; P00519+Q13671; TR-FRET Rin1/Abl binding, biochemical; inhibition, % at 7.35 µM; 360,000 compounds, 0.4% hits; AID 588664; in the data active means inhibition above about 5%, passing the limit was not always enough
MT1-MMP act inh = inhibitors of human MT1-MMP activation; 360,000 compounds, 0.061% hits; P50281; GFP/RFP ratio change, % at 20 µM; HT1080 RFP-PRO-GFP cells, GFP/RFP ratio fluorescence, overnight; percent of plate control window, DMSO zero;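 active means GFP/RFP ratio change of at least 30% with cell ATP level not reduced by more than half and red fluorescence within 50% of control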; further: strong numbers were not always called active
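Material: RFP-PRO-GFP reporter HT1080 cells. Dosing: single-point 20 µM compound, 1% DMSO. Controls: DMSO and RFP-L50D-GFP cell wells. Timing: cells overnight before dosing, compound overnight, 37 °C, 5% CO2. Measure: GFP/RFP fluorescence ratio.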
CSN deneddyl inh = CSN deneddylation inhibition | AID 651999 | Purified CSN, SCF-Nedd8-OG deneddylation, fluorescence polarization | 360,000 compounds, 0.38% hits | inhibition, % at 12.5 µM;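 active means pattern-corrected inhibition above about 35%, with an unprinted fluorescence ratio check between 0.5 and 1.5, limit read from the data, passing the limit was not always enough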;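 further: 0% = enzyme with substrate and 100% = substrate without enzyme; some results filed as inactive read as strong as hits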
Target sequence (Q92905 whole entry, looked up, one chain of several): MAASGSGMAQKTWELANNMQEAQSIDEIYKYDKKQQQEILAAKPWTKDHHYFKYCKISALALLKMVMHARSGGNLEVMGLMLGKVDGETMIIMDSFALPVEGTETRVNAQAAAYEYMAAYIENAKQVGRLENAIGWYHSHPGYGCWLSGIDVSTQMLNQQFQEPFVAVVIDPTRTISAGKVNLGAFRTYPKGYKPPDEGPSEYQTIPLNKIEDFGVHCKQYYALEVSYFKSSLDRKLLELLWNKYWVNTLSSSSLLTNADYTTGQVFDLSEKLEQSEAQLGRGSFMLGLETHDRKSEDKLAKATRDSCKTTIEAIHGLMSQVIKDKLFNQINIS
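Assay system: purified human Csn5 enzyme expressed in HEK293T cells; measure: % inhibition; also added: SCFSkp2-Nedd8OG substrate at 10 nM final; technique: fluorescence polarization; times: reaction 90 min, room temperature; medium: Tris buffer pH 7.5, NaCl, DTT, Tween-20, trehalose, ovalbumin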
An asterisk follows results filed as active; i = inactive; · = no result given; + = active, no number.

SMILES | NadD inh | Rpn11 block | SKN-1 block | Neddyl block | FAS-TE inh | MLLE-PAM2 inh | Rin1 Abl inh | MT1-MMP act inh | CSN deneddyl inh
O=C(CC[C@H]1O[C@@H](n2ccc(=O)[nH]c2=O)[C@H](O)[C@@H]1O)N[C@H](Cc1ccccc1)C(=O)NCC1CCCO1 (stereo not given in full) | -5 | i | 17 | i | -5 | 3 | 1 | 4 | 1
C[C@H]1CN([C@@H](C)CO)C(=O)CCCn2nncc2CO[C@@H]1CN(C)Cc1ccc(-c2ccccc2)cc1 | -1 | i | 11 | i | -8 | 3 | -2 | -1 | 0
Cc1ccc(-c2nnn(CC(=O)Nc3cccc4cccnc34)n2)o1 | 3 | i | 16 | i | 16 | 26 | 1 | -7 | 3
O=C(CCl)c1ccc2[nH]c(=O)oc2c1 | 0 | i | 7 | i | -9 | -1 | -1 | -2 | 2
Cc1ccc(OC(=O)c2cc(C)nn2C(C)(C)C)cc1 | -6 | i | -2 | i | 13 | 14 | -2 | 1 | 7
COc1cc(OC)c(NC(=O)CCc2ccccc2)cc1Cl | -6 | i | 19 | i | 17 | 5 | -1 | 1 | -4
O=C(CSc1nccc2ccccc12)N1CCN(c2ccccn2)CC1 | -3 | i | -14 | i | 7 | -11 | -28 | 1 | 2
Cc1ccnc(NCc2cc(C)ccc2O)c1 | -3 | i | 7 | i | -3 | 3 | 0 | 2 | -1
CC(C)(C)NC(=O)CN(Cc1ccc2c(c1)OCO2)C(=O)CNS(=O)(=O)c1ccc(F)cc1 | -1 | i | 2 | i | -3 | 3 | -2 | -1 | -5
O=C(NCc1ccccc1)C(=O)Nc1nc(-c2ccccc2)cs1 | -6 | i | 6 | i | 6 | -8 | -1 | 8 | 5
Cc1ccc(-c2ncccc2OC(=O)C23CC4CC(CC(C4)C2)C3)cc1 | 2 | i | 1 | i | 22 | 2 | 5 | 0 | -6
COc1cc(CC(=O)OCC(=O)NCc2cccs2)cc(OC)c1OC | 0 | i | -1 | i | -1 | 0 | 2 | -2 | 2
Cc1csc(NC(=O)Cc2ccc(Cl)cc2)n1 | -9 | i | 6 | i | -3 | 5 | 0 | 2 | -2
COc1ccc(NC(=O)COc2ccccc2C)cc1S(=O)(=O)N1CCCCC1 | -4 | i | -8 | i | 14 | -14 | 0 | 4 | -2
Cc1ccc(CNC(=O)CN(Cc2cccs2)C(=O)C2(C)CC(=O)N=C3C=CC=CN32)cc1 (stereo not given) | -2 | i | 9 | · | -7 | 5 | -2 | -2 | -3
COC(=O)C(C)(C)ONC(=O)Nc1ccccc1[N+](=O)[O-] | -2 | i | 4 | i | -6 | 2 | 0 | 3 | -4
Cc1nc(SCc2ccc(O)c([N+](=O)[O-])c2)n[nH]1 | 6 | i | -1 | i | -4 | 35 | -1 | 3 | -2
CCc1ccc2oc(C(=O)Nc3nonc3C)c(C)c2c1 | -1 | i | 24 | i | 3 | -4 | -1 | 1 | -1
CC1(C(=O)NCc2ccccc2)CN(S(C)(=O)=O)CC(=O)N1C1CCN(Cc2ccccc2)CC1 (stereo not given) | · | · | -15 | i | · | · | · | 5 | 0
COc1ccc(NC(=O)C2CCN(S(=O)(=O)c3ccccc3)CC2)cc1 | 2 | i | 5 | i | 0 | -4 | -1 | 1 | -5
CC(C)c1ccccc1NC(=O)C1CN(S(=O)(=O)c2ccccc2)CCN1S(=O)(=O)c1ccccc1 (stereo not given) | -5 | i | 9 | i | 20 | -5 | 2 | -3 | 2
O=C(Nc1ccccc1Cl)c1cc(C2CCCCN2S(=O)(=O)c2ccc(F)cc2F)on1 (stereo not given) | -1 | i | 17 | i | 21 | 7 | -4 | 2 | 0
Cc1cc(Br)cn2c(Cc3ccccc3C(F)(F)F)c(-c3ccc(Cl)cc3)nc12 | 23 | · | 13 | i | 31 | · | · | 0 | 1
CCCC(O)(c1ccc(OC)cc1)C(CN1CCOCC1)c1ccccc1 (stereo not given) | -2 | i | -9 | i | 5 | 7 | -3 | -11 | 5
Cc1c(Cl)cccc1NC(=O)Cn1c(CCC(=O)O)ccc1-c1ccccc1 | -2 | i | 26 | i | 2 | -13 | 0 | 0 | 1
Clc1cccc(Cl)c1C1Nc2cccc3cccc(c23)N1 | 28 | i | 12 | i | 21 | -32 | 3 | -5 | 10
O=S(=O)(Nc1ccncc1)c1ccccc1 | -5 | i | 16 | i | -3 | 4 | 4 | 2 | -1
CCc1cc(=O)oc2cc(C)cc(OCC(=O)N3CCC(C(=O)NC(C)C)(c4ccccc4)CC3)c12 | 1 | i | -5 | · | 8 | -1 | -3 | -1 | -4
O=C(CSCc1c(F)cccc1Cl)NCC1CCCO1 (stereo not given) | 5 | i | 5 | i | -8 | 10 | -1 | -1 | 2
C#Cc1ccc(NC(=O)C2(C)CCN2C(=O)Cc2ccc(C(C)(C)C)cc2)cc1 (stereo not given) | 2 | i | 16 | i | 32 | 7 | -2 | -2 | 0
S=C(N/N=C/c1ccco1)NC1CC2CCC1C2 (stereo not given) | 7 | i | 0 | i | -1 | 9 | 4 | -2 | 8
Cc1ccc(C(O)(C(=O)NNc2ccccn2)c2ccc(C)cc2)cc1 | -3 | i | 14 | i | -1 | 5 | 3 | 2 | 6
Cn1ccnc1SCC(=O)N(C1CCCCC1)C1CCCCC1 | 0 | i | 8 | i | -2 | -66 | 0 | -7 | -4
CN1C(=O)C(O)(c2nnc(-c3ccccc3)o2)c2ccccc21 (stereo not given) | -9 | i | 3 | i | -5 | 7 | 1 | 1 | 0
Cc1ccc(C(=O)Oc2cccc(-n3cnnn3)c2)cc1 | -7 | i | 0 | i | 31 | -8 | -1 | -2 | -4
O=C(O)c1ccccc1NC(=O)c1cc(-c2ccccc2)nc2ccccc12 | 0 | i | -5 | i | -2 | 12 | 0 | 4 | 7
CC12c3ccccc3C(c3ccccc31)C1C(=O)N(c3cccnc3)C(=O)C12 (stereo not given) | -5 | i | -4 | i | -8 | -5 | -2 | -1 | -1
COc1ccccc1NS(=O)(=O)c1cc(C(=O)NCc2cccnc2)ccc1C | -4 | i | -3 | i | -4 | 5 | 2 | -2 | -1
O=C(Nc1cc([N+](=O)[O-])ccc1O)NC1CCS(=O)(=O)C1 (stereo not given) | -5 | i | -2 | i | -7 | -2 | -5 | 15 | -2
O=[N+]([O-])c1ccc(-c2nc(NCC3CCCO3)c3ccccc3n2)cc1 (stereo not given) | -6 | i | 3 | i | 60* | 4 | -5 | 1 | 1
CC(C)NS(=O)(=O)c1ccc(NC(=O)C(C)OC(=O)CCCOc2ccccc2)cc1 (stereo not given) | -7 | i | 6 | i | 9 | -4 | 5 | 4 | -3
O=C(NC1CCCCC1)c1ccccc1-c1ccccc1 | -5 | i | 6 | i | -12 | -5 | 2 | -1 | 0
CCOc1cc(N2CCOCC2)c(OCC)cc1NC(=O)Cc1ccccc1 | -3 | i | -13 | i | 1 | 16 | -3 | 0 | -6
CCC/C(C#Cc1ccc(N(C)C)cc1)=C1/c2ccccc2C(=O)N1c1ccccc1 | 1 | · | 4 | i | -59 | -63 | -2 | -128 | 53*
O=S1(=O)c2ccccc2N=NN1Cc1ccc(Cl)cc1 | 12 | i | 14 | i | 1 | -6 | -3 | -1 | 2
CN(C)c1nc(SCc2ccccc2)nc(N2CCOCC2)n1 | -3 | i | 5 | i | 9 | 0 | 2 | 2 | 0
Cc1ccc(Cn2c(=N)n(CC(=O)c3ccc([N+](=O)[O-])cc3)c3ccccc32)cc1 | 18 | · | 8 | i | 14 | -144 | 3 | -42 | 42*
N/C(COc1cccc(C(F)(F)F)c1)=N\NC(=O)c1cccnc1Oc1ccccc1 | 2 | i | -7 | i | -11 | -5 | -5 | 1 | 4
CCc1nc2ccc(C(=O)NCCCn3ccnc3)cn2c1N(C)C(=O)C1CCCCC1 | -4 | i | 27 | i | -10 | 4 | -1 | 4 | -1
O=c1c(-c2ccco2)nc2ccccc2n1C(CCc1ccccc1)c1nc2ccccc2[nH]1 (stereo not given) | · | · | 16 | i | · | · | · | -2 | 14
CCN1CCCC1CNC1=NCCCCC1 (stereo not given) | 3 | i | -24 | i | -6 | -1 | 3 | 7 | -4
Cc1cc(C(=O)N/N=C/c2ccc(-c3cccc([N+](=O)[O-])c3)o2)n[nH]1 | 5 | i | -1 | i | -1 | 0 | -4 | -3 | 4
COC(=O)[C@@]1(Cc2ccc(F)cc2)[C@H]2c3cc(C(=O)N(C)C)n(Cc4ccc(Cl)c(C(F)(F)F)c4)c3C[C@H]2CN1C(=O)c1ccccc1 | 20 | · | 11 | i | 27 | · | · | -38 | 4
CC(C)(C)c1cc(NC(=O)COC(=O)c2ccccc2)n(-c2ccccc2)n1 | -4 | i | 9 | i | 6 | -13 | 1 | 3 | -2
Cc1ccc(C(CNS(=O)(=O)c2ccccc2)N2CCN(C)CC2)cc1 (stereo not given) | -4 | i | -23 | i | -5 | 9 | 4 | 1 | -4
COc1ccc(C(=O)Nc2ccc3c(c2)nc2n3CCSC2)cc1 | 3 | i | -4 | i | -9 | -14 | 0 | 3 | 12
COc1ccc2nc(N3CCCCC3)c(/C=C3\SC(=S)NC3=O)cc2c1 | 16 | + | 59 | i | 62* | -57 | 6.6* | -18 | 17
CCCN1CCC(NC(=O)Cc2ccc(C)cc2)CC1 | 7 | i | -4 | i | -5 | -7 | 1 | 3 | -3
CN1CCCC(OC(=O)c2ccc(S(=O)(=O)N(C)C)cc2)C1 (stereo not given) | -4 | i | 2 | i | -6 | 9 | -2 | 0 | 6
CCCN1C(=O)c2cc(C(=O)Nc3ccccc3CC)ccc2C1O (stereo not given) | -5 | i | 2 | i | -4 | 0 | 4 | -3 | 1

Reformatted field by field: part of the list above.
Cc1ccc(C(CNS(=O)(=O)c2ccccc2)N2CCN(C)CC2)cc1 (stereo not given)
- NadD inh = -4
- Rpn11 block = i
- SKN-1 block = -23
- Neddyl block = i
- FAS-TE inh = -5
- MLLE-PAM2 inh = 9
- Rin1 Abl inh = 4
- MT1-MMP act inh = 1
- CSN deneddyl inh = -4

COc1ccc(C(=O)Nc2ccc3c(c2)nc2n3CCSC2)cc1
- NadD inh = 3
- Rpn11 block = i
- SKN-1 block = -4
- Neddyl block = i
- FAS-TE inh = -9
- MLLE-PAM2 inh = -14
- Rin1 Abl inh = 0
- MT1-MMP act inh = 3
- CSN deneddyl inh = 12

COc1ccc2nc(N3CCCCC3)c(/C=C3\SC(=S)NC3=O)cc2c1
- NadD inh = 16
- Rpn11 block = +
- SKN-1 block = 59
- Neddyl block = i
- FAS-TE inh = 62*
- MLLE-PAM2 inh = -57
- Rin1 Abl inh = 6.6*
- MT1-MMP act inh = -18
- CSN deneddyl inh = 17

CCCN1CCC(NC(=O)Cc2ccc(C)cc2)CC1
- NadD inh = 7
- Rpn11 block = i
- SKN-1 block = -4
- Neddyl block = i
- FAS-TE inh = -5
- MLLE-PAM2 inh = -7
- Rin1 Abl inh = 1
- MT1-MMP act inh = 3
- CSN deneddyl inh = -3

The results go on:
SMILES | NadD inh | Rpn11 block | SKN-1 block | Neddyl block | FAS-TE inh | MLLE-PAM2 inh | Rin1 Abl inh | MT1-MMP act inh | CSN deneddyl inh
COc1ccc(Cl)cc1C(=O)CSc1nnnn1C1CCCCC1 | -1 | i | 8 | i | 28 | -26 | 1 | 3 | 6
Cc1ccc(Oc2nc(CN3CCOCC3)nc3sc4c(c23)CCC(C)C4)cc1 (stereo not given) | 3 | i | 17 | i | 22 | 2 | 2 | -10 | -6
CCOC(=O)N1CCN(C(=S)NC(=O)c2nn(C)cc2Br)CC1 | -2 | i | 11 | i | -6 | 21 | 2 | -1 | 0
Cc1ccc(-c2nc(NCCN3CCOCC3)c3ccccc3n2)cc1 | -4 | i | 3 | i | 2 | -13 | 0 | 3 | -1
